# Screening data from PubChem.
# aDG glyco up = increases alpha dystroglycan glycosylation | 0.22% of 360,000 active | activation, % at 10 µM | Pro5-aDG cells, alpha-DG glycosylation AlphaScreen (IIH6); 0% Pro5, 100% B10-LARGE cell signal;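 active = activation of at least 8% versus controls, or a plate z-score of at least 8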;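 note: Pro5 are CHO cells carrying HIG-tagged alpha-DG that lacks glycosylation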
# ABHD5 PLIN5 PPI = inhibitors of human ABHD5-perilipin-5 interaction; Split G. princeps luciferase complementation, luminescence, 4 h; inhibition, % at 4 µM; AID 602281; 0.78% of 360,000 active;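 active = inhibition above the mean inhibition across every tested compound plus 3 SD, cut at about 22% in these data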;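 note: 0% = DMSO only wells and the 100% control is not disclosed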
# Granule exo inh = blocks lytic granule exocytosis | AID 651702 | TALL-104 LAMP-1 surface exposure, flow cytometry; cells stimulated with thapsigargin and PMA | inhibition, % at 10 µM | 0.66% of 360,000 active;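 active = inhibition above about 55%, limit read from the data; inconclusive = no clear call, values can overlap the other calls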
# NOD2 RIPK2 PPI = NOD2-RIPK2 protein interaction inhibition; O43353; CHO BLA complementation NOD2-RIPK2, CCF4 ratio; inhibition, % at 4.98 µM; 0.38% of 360,000 active; AID 624267; in the data active = inhibition above about 21%;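 note: 0% = vehicle only and 100% = reference blocker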
# TLR9-MyD88 inh = inhibitors of human TLR9-MyD88 binding; Q9NR96+Q99836; CHO BLA complementation TLR9-MyD88, CCF4 FRET ratio; inhibition, % at 4.98 µM; 0.21% of 340,000 active;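 active = inhibition above the mean over all tested compounds plus 3 SD, cut at about 21% in these data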;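 note: 0% = DMSO only wells and 100% = clavulanate BLA inhibitor control wells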
# Vif inh = HIV Vif inhibition; AID 602346; HEK293T cells, Vif self-association by quenched fluorescence, imaging, 24 h; 0.35% of 340,000 active; inhibition, % at 7.49 µM; in the data active = inhibition above about 50%, passing the limit was not always enough; inconclusive = no clear call, values can overlap the other calls; inactive = below about 31%; note: some results filed as inactive read as strong as hits
# MC4R barr agon = human MC4R agonism via beta-arrestin; U2OS MC4R beta-arrestin complementation, luminescence; percent of melanotan II response, DMSO zero; activation, % at 8.9 µM; 0.98% of 360,000 active; AID 540308;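 active = activation above a per-plate cutoff, the mean activation of sample wells on that plate plus 3 SD, cut at about 8% in these data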
# MC4R antag cAMP = antagonists of human melanocortin 4 receptor (MC4R); MC4R-expressing cells, MTII-stimulated cAMP, LANCE TR-FRET; inhibition, % at 6.5 µM; 0.48% of 360,000 active;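 active = inhibition above its plate's cutoff, the mean of tested wells on that plate plus 3 SD, cut at about 29% in these data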;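 note: 0% = Melanotan II alone and 100% = Melanotan II plus saturating MCL0020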
#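 System: U2OS-MC4R stable cell line; Technique: Eu-cAMP/anti-cAMP TR-FRET, emission 671 nm; Repeats: single well per compound; Also added: Melanotan II; Dosing: one concentration, 6.5 µM nominal; Schedule: 30-min compound, 1-h challenge, 1-h detection, room temperature.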
# ABCB6 inh 2 = human ABCB6 transporter inhibition; fluorescence ratio to DMSO, % at 10 µM; Q9NP58; AID 602162; 0.19% of 360,000 active; K562-ABCB6 porphyrin accumulation, flow cytometry, 1 h; active compounds read low;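 active = fluorescence ratio to DMSO below 75%, the collection mean minus 3 SD; inconclusive = too few cells collected in the well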;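 note: signal is porphyrin accumulated inside mitochondria; 100% equals median channel fluorescence of DMSO control wells; lower ratio means ABCB6 inhibition with less porphyrin fluorescence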
# Target sequence (Q9NP58 whole entry, looked up): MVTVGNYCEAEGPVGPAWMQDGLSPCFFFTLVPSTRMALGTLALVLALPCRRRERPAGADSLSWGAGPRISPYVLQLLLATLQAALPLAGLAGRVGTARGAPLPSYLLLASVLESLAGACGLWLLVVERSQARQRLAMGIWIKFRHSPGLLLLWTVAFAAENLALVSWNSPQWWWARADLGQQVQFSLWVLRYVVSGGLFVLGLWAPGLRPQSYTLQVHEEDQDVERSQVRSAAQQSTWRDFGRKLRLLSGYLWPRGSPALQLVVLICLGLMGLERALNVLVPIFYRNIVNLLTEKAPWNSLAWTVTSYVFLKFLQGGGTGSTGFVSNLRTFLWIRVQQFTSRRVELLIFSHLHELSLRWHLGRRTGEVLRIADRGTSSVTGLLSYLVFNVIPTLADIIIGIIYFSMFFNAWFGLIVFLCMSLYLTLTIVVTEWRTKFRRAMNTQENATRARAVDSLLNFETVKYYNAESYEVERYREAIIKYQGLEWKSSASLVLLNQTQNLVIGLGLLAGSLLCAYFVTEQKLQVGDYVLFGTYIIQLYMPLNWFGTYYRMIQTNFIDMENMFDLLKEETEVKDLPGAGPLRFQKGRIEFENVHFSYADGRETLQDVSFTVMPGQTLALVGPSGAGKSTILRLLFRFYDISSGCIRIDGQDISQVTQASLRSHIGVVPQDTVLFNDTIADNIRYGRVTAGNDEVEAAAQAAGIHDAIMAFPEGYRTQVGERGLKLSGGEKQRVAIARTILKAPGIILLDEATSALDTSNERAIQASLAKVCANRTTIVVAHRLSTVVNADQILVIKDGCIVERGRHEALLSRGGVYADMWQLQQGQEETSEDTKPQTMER
# N-glyco inh = N-linked glycosylation inhibition; 0.23% of 360,000 active; reporter increase, % at 12.5 µM; D54 ERlucT glycosylation luciferase reporter, 24 h; percent of 100 nM tunicamycin response;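 active = mean luciferase reporter signal, scaled so untreated is 0 and the glycosylation-blocking control 100, at or above a set limit in every replicate; inconclusive = mean reaches the limit but not every replicate does; inactive = mean below the limit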;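 note: luciferase carries N-glycosylation sites so blocking glycosylation raises the light; 0% = median of neutral control wells and 100% = median of 100 nM tunicamycin wells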
# * hit, by the source's call; ? = inconclusive; . = not tested or not shown.
1	Cc1cc(C)cc(CC(=O)N2CCC2(C)C(=O)NS(=O)(=O)c2cccc(F)c2)c1 (stereo not given)
2	CCC(=O)Nc1ccc(NCc2ccc(-c3ccccc3)cc2)cc1
3	COc1ccc(CN(C)S(=O)(=O)c2c(C)noc2C)cc1OC
4	Cc1ccc(-n2c(SCC(N)=O)nc3c([nH]c4ccccc43)c2=O)cc1
5	Cc1c(C(=O)N2CCN(c3ccc(F)cc3)CC2)oc2c1C(=O)CCC2
6	CC(C)c1cc(Cn2c3ccccc3c(=O)n2C(C)C)on1
Compound	1	2	3	4	5	6
aDG glyco up	-0.2	0.0	0.2	0.0	-0.4	0.6
ABHD5 PLIN5 PPI	2	-8	10	5	-1	-8
Granule exo inh	-2	18	0	5	-1	-4
NOD2 RIPK2 PPI	-6	3	-7	-14	-4	0
TLR9-MyD88 inh	.	1	-9	7	-10	.
Vif inh	11	9	0	-7	-5	0
MC4R barr agon	2.2	-2.1	-2.2	-0.7	-0.7	.
MC4R antag cAMP	8	8	2	1	6	.
ABCB6 inh 2	100	100	97	95	99	97
N-glyco inh	3	1	-1	3	2	0

7	CSc1nc(SCCN(C)C)c2c3c(sc2n1)COC(C)(C)C3
8	COC(=O)[C@]12CCCCC=C1N(Cc1ccc3c(c1)OCO3)C(=O)[C@H](CC(=O)NCc1ccccc1)C2
9	CCn1cc([N+](=O)[O-])c(C(=O)Nc2c(C)nn(Cc3cccc(F)c3)c2C)n1
10	Fc1cccc(/C=N/Nc2nncc3ccccc23)c1
11	CC(=O)c1ccc(N2CCN(C(=O)C3CCCN(S(=O)(=O)c4cnc[nH]4)C3)CC2)cc1 (stereo not given)
12	COc1ccc(C(=O)/C=C/Nc2cccc(O)c2)cc1
Compound	7	8	9	10	11	12
aDG glyco up	-0.3	0.0	0.1	-0.2	-0.1	-0.3
ABHD5 PLIN5 PPI	-7	2	4	-3	1	-6
Granule exo inh	19	11	-4	0	2	0
NOD2 RIPK2 PPI	4	-4	-6	2	-5	-2
TLR9-MyD88 inh	-6	.	-6	0	-1	4
Vif inh	-25	.	2	6	-7	?
MC4R barr agon	-0.3	.	-2.2	1.7	-1.7	-0.8
MC4R antag cAMP	21	.	6	1	0	6
ABCB6 inh 2	99	.	96	93	97	104
N-glyco inh	2	.	0	-15	1	-16

13	CCOC(=O)N1CCC(N2CC34C=CC(O3)C(C(=O)O)C4C2=O)CC1 (stereo not given)
14	CC(=O)c1ccc(N2CCN(CN3C(=O)CC4(CCCC4)C3=O)CC2)c(F)c1
15	COc1ccc(CNC(=O)C2CCN(S(=O)(=O)c3ccc(Br)s3)CC2)cc1
16	COC(=O)Oc1ccc(/C=N/NC(=O)CN(c2ccccc2Cl)S(C)(=O)=O)cc1OC
17	O=C(O)c1cc(Cl)c(Cl)cc1C(=O)NCc1ccco1
18	Cc1nnc(SCC(=O)Nc2sccc2C#N)s1
Compound	13	14	15	16	17	18
aDG glyco up	-0.2	-0.1	0.2	0.7	0.1	0.3
ABHD5 PLIN5 PPI	9	4	-7	1	-3	-4
Granule exo inh	-3	5	52	0	2	-6
NOD2 RIPK2 PPI	15	-11	-17	1	6	-13
TLR9-MyD88 inh	-11	-2	7	1	-4	-7
Vif inh	11	15	24	-10	14	-4
MC4R barr agon	-0.9	-2.7	0.2	-0.3	0.0	-2.9
MC4R antag cAMP	6	6	6	1	4	13
ABCB6 inh 2	100	98	98	98	102	104
N-glyco inh	-1	-1	-1	4	2	2

# Arranged by length of the SMILES (highest first): some entries from above
16	COC(=O)Oc1ccc(/C=N/NC(=O)CN(c2ccccc2Cl)S(C)(=O)=O)cc1OC
13	CCOC(=O)N1CCC(N2CC34C=CC(O3)C(C(=O)O)C4C2=O)CC1 (stereo not given)
17	O=C(O)c1cc(Cl)c(Cl)cc1C(=O)NCc1ccco1
18	Cc1nnc(SCC(=O)Nc2sccc2C#N)s1
Compound	16	13	17	18
aDG glyco up	0.7	-0.2	0.1	0.3
ABHD5 PLIN5 PPI	1	9	-3	-4
Granule exo inh	0	-3	2	-6
NOD2 RIPK2 PPI	1	15	6	-13
TLR9-MyD88 inh	1	-11	-4	-7
Vif inh	-10	11	14	-4
MC4R barr agon	-0.3	-0.9	0.0	-2.9
MC4R antag cAMP	1	6	4	13
ABCB6 inh 2	98	100	102	104
N-glyco inh	4	-1	2	2

# (listing goes on)
19	CN(CC(=O)Nc1cccc(S(=O)(=O)N2CCCC2)c1)CC(=O)Nc1ccc(F)c(F)c1F
20	CCN(CC)S(=O)(=O)c1ccc(N/N=C(\C)c2ccc(OC)cc2O)nc1
21	O=C(N/N=C/c1cc(Cl)ccc1O)C(=O)Nc1ccccc1OC(F)(F)C(F)F
22	CCOCCCNC(=O)CCc1ccc(S(=O)(=O)Nc2ccc(C)cc2)cc1
23	O=C(Nc1ccc(Cl)c(Cl)c1)N1CCCCCC1
24	O=C(NCc1ccccc1)C(c1cc2ccccc2o1)n1c(=O)c(-c2ccccc2)nc2ccccc21 (stereo not given)
Compound	19	20	21	22	23	24
aDG glyco up	-0.1	0.5	0.8	0.4	0.0	-0.4
ABHD5 PLIN5 PPI	0	3	0	-1	-2	4
Granule exo inh	-6	13	-8	3	2	1
NOD2 RIPK2 PPI	-14	-45	8	2	-5	1
TLR9-MyD88 inh	-3	2	7	-2	-6	.
Vif inh	-4	2	4	41	.	.
MC4R barr agon	-0.9	-3.2	0.4	-0.6	-2.0	.
MC4R antag cAMP	2	2	8	8	2	.
ABCB6 inh 2	95	89	92	91	93	.
N-glyco inh	2	-11	-11	0	.	.

25	Cc1cc(OCC(=O)NNC(=O)c2cccc(F)c2)ccc1Cl
26	CC1(C)Cc2c(c(N3CCOCC3)nc3sc4c(NCCN)ncnc4c23)CO1
27	O=C(C1CC1)N1CCN(c2ccc([N+](=O)[O-])cc2-n2cccc2)CC1
28	Cc1ccc(C(CNC(=O)c2ccco2)N2CCN(C)CC2)cc1 (stereo not given)
29	COc1ccccc1-n1ccnc1SCC(=O)NC(C)(C)C
30	Cn1cc(-c2nc3ccccc3[nH]2)c2ccccc21
Compound	25	26	27	28	29	30
aDG glyco up	0.1	-0.1	-0.1	-0.2	0.0	0.5
ABHD5 PLIN5 PPI	-12	-5	2	-4	-11	6
Granule exo inh	-2	-1	9	-3	4	6
NOD2 RIPK2 PPI	-8	-11	15	4	4	-9
TLR9-MyD88 inh	0	-13	2	8	-1	-2
Vif inh	2	-14	-4	6	0	-8
MC4R barr agon	1.6	2.5	-0.4	-2.4	-1.6	-0.2
MC4R antag cAMP	15	14	7	-1	0	10
ABCB6 inh 2	97	97	98	99	97	100
N-glyco inh	2	-4	-2	1	3	0

# Of the compounds above, these have a COOH group:
13	CCOC(=O)N1CCC(N2CC34C=CC(O3)C(C(=O)O)C4C2=O)CC1 (stereo not given)
17	O=C(O)c1cc(Cl)c(Cl)cc1C(=O)NCc1ccco1
Compound	13	17
aDG glyco up	-0.2	0.1
ABHD5 PLIN5 PPI	9	-3
Granule exo inh	-3	2
NOD2 RIPK2 PPI	15	6
TLR9-MyD88 inh	-11	-4
Vif inh	11	14
MC4R barr agon	-0.9	0.0
MC4R antag cAMP	6	4
ABCB6 inh 2	100	102
N-glyco inh	-1	2

# Carrying on.
31	CCOc1ccccc1NC(=O)N1CCCC1C(=O)NCc1cccs1 (stereo not given)
32	Cc1cc(C)nc(NNC2=CC(=O)CC(C)(C)C2)n1
33	COC(=O)c1ccc(NC(=O)c2cn(-c3ccccc3)nc2-c2ccncc2)cc1
34	Cc1cccc(OCCC(=O)Nc2ccc(F)c(Cl)c2)c1
35	Cc1ccc(C(=O)N2CCN(c3ncc(C(F)(F)F)cc3Cl)CC2)s1
36	CCOC(=O)c1cc2ccccc2nc1C
Compound	31	32	33	34	35	36
aDG glyco up	-0.1	0.1	1.2	0.6	0.4	0.0
ABHD5 PLIN5 PPI	15	-4	-2	1	-2	-6
Granule exo inh	-5	-1	-2	-5	-13	4
NOD2 RIPK2 PPI	6	-9	-5	-19	-6	1
TLR9-MyD88 inh	7	5	-10	3	-2	2
Vif inh	-12	3	-6	3	-22	6
MC4R barr agon	0.1	1.8	1.6	8.9*	0.5	-1.3
MC4R antag cAMP	10	20	7	-1	2	3
ABCB6 inh 2	110	101	97	97	103	97
N-glyco inh	0	1	-4	2	-1	1

37	CCOc1ccc(NC(=O)CN2CCN(CC(=O)Nc3ccc(C(=O)OC)cc3)CC2)cc1
38	Cc1ccc(N2C(=O)C3CC3C2=O)cc1 (stereo not given)
39	CCc1ccccc1NS(=O)(=O)c1cccc2nsnc12
40	COCC(=O)Nc1nnc(CCc2ccccc2)s1
41	Cc1ccc(N(CC(=O)NC(C)C)C(=O)CCC(=O)Nc2nccs2)cc1C
42	N#CC(C#N)=Cc1c[nH]c(=O)c(C#N)c1Nc1ccccc1
Compound	37	38	39	40	41	42
aDG glyco up	0.2	-0.2	-0.1	-0.1	0.0	-0.1
ABHD5 PLIN5 PPI	8	0	2	9	-3	-8
Granule exo inh	-2	-4	-10	-11	-5	-3
NOD2 RIPK2 PPI	-5	1	4	-10	3	-7
TLR9-MyD88 inh	1	-1	13	9	-3	.
Vif inh	3	1	-22	6	-4	-2
MC4R barr agon	-1.7	-3.1	0.0	-1.1	-0.1	-1.1
MC4R antag cAMP	8	2	2	11	7	-6
ABCB6 inh 2	101	102	95	96	105	105
N-glyco inh	-1	0	-1	1	0	-2

43	CCn1c(SCc2nc(-c3ccc(Cl)cc3)no2)nnc1-c1ccco1
44	CCN(CC)S(=O)(=O)c1ccc(O)c(C(=O)OCC(=O)Nc2ccc(OC(F)(F)F)cc2)c1
45	O=C(NCCSCc1ccccc1)c1ccc(C2SCC(=O)N2Cc2ccccc2)cc1 (stereo not given)
46	Cc1cc(C(=O)OCC(=O)Nc2ccc(F)cc2[N+](=O)[O-])c2ccccc2n1
47	CC(=O)c1ccc(Nc2ccc(-c3ccccc3C)nn2)cc1
48	O=C(NCCCN1CCCC1=O)c1cc2nc(-c3ccco3)cc(C(F)(F)F)n2n1
Compound	43	44	45	46	47	48
aDG glyco up	0.2	-0.5	-0.1	0.0	0.4	-0.2
ABHD5 PLIN5 PPI	3	3	1	-2	8	7
Granule exo inh	-2	1	-2	0	-3	-11
NOD2 RIPK2 PPI	-14	-4	-5	-3	-5	-4
TLR9-MyD88 inh	-4	4	-6	4	-3	4
Vif inh	-6	-3	-9	-2	-8	-1
MC4R barr agon	-1.9	5.0	-2.0	1.8	-0.7	-1.4
MC4R antag cAMP	6	6	7	-7	-7	-3
ABCB6 inh 2	96	96	100	97	110	98
N-glyco inh	-1	0	-5	1	-2	0

# An excerpt. The share of hits here may be higher or lower than overall.
